Screening results deposited in PubChem BioAssay by several laboratories.
G6PDH counter: L. mesenteroides G6PDH inhibitors, counter-screen for G6PDH-coupled screening assays, biochemical, Leuconostoc mesenteroides enzyme; glucose-6-phosphate dehydrogenase [Leuconostoc mesenteroides]; Purified L. mesenteroides G6PDH, diaphorase/resazurin coupled fluorescence, 45 min; inhibition, % at 5 µM; 200,000 tested, 0.12% active; in the data active = inhibition above about 50%
FLuc stim CS: FLuc activators, initial screening, artefact control for FLuc-dependent activation tests, biochemical, ATPlite luminescence | Luciferin 4-monooxygenase (Photinus pyralis), P08659 | ATPlite luciferase biochemical, 10 min; 0 = ATP-free wells, 1 = DMSO control | activation factor at 10 µM | 200,000 tested, under 10 active;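 active = luciferase activation factor, scaled between plate controls, of at least 2 with compound at 10 µM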
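assay system = Luciferase/luciferin detection reagent, cell-free biochemical luciferase assay | also added = ATP substrate | times = 10 min post-reagent at room temperature | measured by = luminescence from luciferase reaction | measure = luciferase activation, seen as luminescence increase over controls | benchmarks = low control with PBS replacing ATP, high control enzyme plus ATP without compound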
Diaphorase act: compounds boosting diaphorase resazurin reduction – biochemical, uHTS, resorufin fluorescence, counter-screen for diaphorase-coupled primary assays, primary screen; Diaphorase/resazurin coupled assay, 16 min; hits give high values; 1 = vehicle wells, 0 = NADH-free wells; activation factor at 20 µM; 190,000 tested, 0.005% active; AID 1229, 2008;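 active = diaphorase activity raised at least twofold by the compound at 20 µM; inactive = activation factor below 2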
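Test system: Clostridium kluyveri diaphorase, purified enzyme. Buffer or medium: 50 mM HEPES pH 7.4 buffer plus MgCl2 and Tween 20. Also added: 0.114 mM NADH and 0.1 mM resazurin, final amounts. Dosing: compound 20 µM once, DMSO 1%. Schedule: 16 min enzyme reaction, ambient temperature. Detection: fluorescence of resorufin, 544 nm excitation, 590 nm emission.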
PMI act: activators of human PMI, primary screen, biochemical, fluorescence intensity, near-Km mannose 6-phosphate | Mannose-6-phosphate isomerase (Homo sapiens), P34949 | purified human PMI, coupled resazurin fluorescence, 20 min; hits give high values; 1 = vehicle control, 0 substrate-free wells | activation factor at 20 µM | 190,000 tested, 0.005% active;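 active = activation factor of 2 or more at 20 µM, relative to plate controls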
Target sequence (P34949 whole entry, looked up): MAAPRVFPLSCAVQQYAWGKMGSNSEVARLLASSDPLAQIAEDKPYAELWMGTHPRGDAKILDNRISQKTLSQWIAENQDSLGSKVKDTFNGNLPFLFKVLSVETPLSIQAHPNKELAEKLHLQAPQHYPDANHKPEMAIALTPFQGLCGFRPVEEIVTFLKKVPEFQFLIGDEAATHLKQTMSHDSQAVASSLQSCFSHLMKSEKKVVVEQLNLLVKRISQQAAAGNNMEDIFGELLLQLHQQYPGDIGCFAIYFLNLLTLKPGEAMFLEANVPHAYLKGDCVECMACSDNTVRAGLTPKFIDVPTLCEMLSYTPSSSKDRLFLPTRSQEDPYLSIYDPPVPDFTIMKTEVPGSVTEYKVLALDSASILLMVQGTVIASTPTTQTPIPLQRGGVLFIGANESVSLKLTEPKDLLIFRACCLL
TNAP inh noacc: human TNAP enzyme inhibitors, primary screen, biochemical, luminescent, no phosphate acceptor, uHTS; Alkaline phosphatase, tissue-nonspecific isozyme (Homo sapiens), P05186; purified TNAP, CDP-star luminescence, 30 min; inhibition, % at 20 µM; 200,000 tested, 0.26% active; AID 1012, 2008;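 active = tissue-nonspecific alkaline phosphatase inhibition above about 50% at 20 µM in the single-dose screen, limit read from the data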;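 also: 0% = DMSO negative control and 100% = EDTA positive control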
Target sequence (P05186 whole entry, looked up): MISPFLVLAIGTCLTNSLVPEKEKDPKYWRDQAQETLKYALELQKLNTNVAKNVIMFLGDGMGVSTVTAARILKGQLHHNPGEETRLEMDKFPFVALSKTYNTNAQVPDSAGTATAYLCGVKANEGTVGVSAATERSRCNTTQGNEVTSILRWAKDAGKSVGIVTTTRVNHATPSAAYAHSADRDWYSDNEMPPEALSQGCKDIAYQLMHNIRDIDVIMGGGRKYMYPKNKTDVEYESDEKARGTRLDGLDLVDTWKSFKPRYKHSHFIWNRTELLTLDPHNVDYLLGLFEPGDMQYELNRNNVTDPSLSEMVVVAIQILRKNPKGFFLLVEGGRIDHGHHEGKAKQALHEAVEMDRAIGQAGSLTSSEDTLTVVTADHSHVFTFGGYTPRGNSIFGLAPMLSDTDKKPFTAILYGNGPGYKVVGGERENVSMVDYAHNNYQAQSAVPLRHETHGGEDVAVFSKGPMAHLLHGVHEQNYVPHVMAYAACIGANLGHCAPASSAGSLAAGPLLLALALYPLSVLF
Diaph inh CS: diaphorase inhibitors and chemical oxidizers, primary screen, counter-screen for diaphorase-coupled primary assays, biochemical, uHTS, resorufin fluorescence | diaphorase resazurin-to-resorufin fluorescence, NADH, 16 min; bacterial (C. kluyveri) enzyme, not human | inhibition, % at 20 µM | 190,000 tested, 0.69% active | AID 1217, 2008;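 active = primary screen inhibition at 20 µM above a set limit, cut at about 50% in these data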;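 also: plate controls were DMSO with full reaction for no effect and wells lacking NADH for full effect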
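controls = No-NADH positive control and DMSO neutral control | system = Clostridium kluyveri diaphorase enzyme | timing = reaction incubation of 16 min at room temperature | signal = resorufin fluorescence 544/590 nm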
PMI act satM6P: human PMI activators, high substrate, primary screen, biochemical, fluorescence intensity, near-saturating mannose 6-phosphate | AID 1216, 2008 | 190,000 tested, 0.34% active | Mannose-6-phosphate isomerase (Homo sapiens), P34949 | coupled PMI enzyme assay, resazurin fluorescence, 20 min; hits give high values; 1 = untreated enzyme, 0 = substrate-free blank | activation factor at 20 µM;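 active = activation factor of 2 or more at 20 µM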
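Material: human phosphomannose isomerase with PGI, G6PDH, diaphorase coupling enzymes. Quantity: 15 ng/mL PMI. Medium: HEPES pH 7.4 buffer with MgCl2 and Tween-20. Reagent: Near-saturating mannose-6-phosphate, 1.0 mM. Compound: 20 µM single dose. Times: enzyme reaction with compound 20 min at room temperature. Detection: resorufin fluorescence at Ex 544/Em 590 nm.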
TNAP act hiacc: TNAP activators at high phosphate acceptor level, primary screen, biochemical, luminescence, uHTS; purified TNAP, CDP-star luminescence, 1 M DEA, 30 min; hits give high values; 0 = EDTA background, 1 = DMSO-only activity; activation factor at 20 µM; AID 1136, 2008; 200,000 tested, under 10 active;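 active = activation factor at least 2 at 20 µM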
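system = human TNAP | amount = enzyme diluted 1/800 final | reagent = 100 µM CDP-star substrate | signal = luminescent substrate turnover signal | dosing = one dose, 20 µM | benchmarks = EDTA negative control, DMSO positive control | measure = activation factor | timing = 30 min reaction, room temperature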
HMGR II inh: inhibitors of E. faecalis class II HMGR, primary screen, biochemical, Enterococcus faecalis; purified E. faecalis HMGR, NADPH absorbance 340 nm kinetic; inhibition, % at 10 µM; 190,000 tested, 0.41% active; AID 1066, 2008;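 active = inhibition above a set limit, the median over all tested compounds plus 3 SD, cut at about 9.5% in these data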;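 also: enzyme runs in reverse so mevalonate oxidation gives rising NADPH absorbance; 0% = complete reaction with DMSO and 100% = background rate lacking mevalonate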
TNAP inh hi DEA: human TNAP enzyme inhibitors, primary screen, biochemical, luminescent, high phosphate acceptor level, uHTS; Alkaline phosphatase, tissue-nonspecific isozyme (Homo sapiens), P05186; purified TNAP, CDP-star luminescence, 1 M DEA; inhibition, % at 20 µM; 200,000 tested, 0.03% active; AID 1135, 2008;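 active = over 50% inhibition of tissue-nonspecific alkaline phosphatase at 20 µM in the single-dose screen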;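 also: plate controls were DMSO wells for no effect and EDTA-quenched wells as full inhibition for full effect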
* marks the source's active call; other numbers are inactive results; nt = not tested or not shown.

SMILES	PMI act	Diaph inh CS	PMI act satM6P	TNAP inh noacc	TNAP inh hi DEA	HMGR II inh	Diaphorase act	TNAP act hiacc	G6PDH counter	FLuc stim CS
CC(C)CCNC(=O)c1nnc(Cc2ccc(Cl)cc2)o1	1	-2	1	-17	-7	0	1	1.1	13	1
OCC(Cc1ccccc1)Nc1c2ccccc2nc2ccccc12 (configuration not stated)	1	6	1.1	-3	4	-5	0.9	1	-15	1
CC(C)C(=O)Nc1nnc(SCC(=O)NCC2CCCO2)s1 (configuration not stated)	1.1	-12	1	-13	-4	3	1.1	1	11	1
O=C1COc2cccnc2N1	1	4	1	-11	-7	2	1	1.1	2	1.1
COc1ccc(-c2cn3cccnc3n2)cc1NC(=O)c1cccs1	0.9	14	1	-2	4	2	0.9	1	-24	0.9
CC1Cc2ccccc2N1C(=O)CSc1nnc(-c2ccc(S(=O)(=O)N3CCCCC3)cc2)o1 (configuration not stated)	1	2	1	17	-1	nt	1	1	17	1.1
COc1ccc(C(=O)NC(=O)Nc2cc(C)ccn2)cc1	0.9	9	1	-12	-7	-1	0.9	1.1	1	0.1
CC(C)n1c(-c2ccncc2)n[nH]c1=S	1	7	1	3	-1	-3	0.9	1	16	1.1
Clc1ccccc1Cn1nnc(-c2ccccc2)n1	1	-4	1	-4	0	2	1	1	-5	1
Cc1ccc(NC(=O)CN2C(=O)S/C(=C\c3ccc(-c4cccc(C(=O)O)c4C)o3)C2=O)cc1	1	28	1.1	4	5	-3	0.7	0.9	4	1
COc1ccc(NC(=O)c2ccc(NCC3CCCO3)c([N+](=O)[O-])c2)cc1 (configuration not stated)	nt	nt	nt	2	8	0	nt	0.9	19	0.9
O=C(NC1=NCCS1)c1ccc([N+](=O)[O-])cc1Cl	1	5	1	-7	-6	2	1	1.1	-4	0.9
COc1cc(NC(=O)c2cc(-c3cccnc3)nc3ccc(Br)cc23)cc(OC)c1	0.9	2	0.9	-9	-6	-1	1	1.1	7	1.1
O=C1Nc2ccccc2Oc2cc([N+](=O)[O-])ccc21	1	22	0.8	-8	-2	-1	0.8	1	-2	1.1
CC1(C)CC(NC(=O)c2ccccn2)CC(C)(C)N1O	1.1	8	1.1	1	-8	-3	0.9	1.1	3	1.1

SMILES	PMI act	Diaph inh CS	PMI act satM6P	TNAP inh noacc	TNAP inh hi DEA	HMGR II inh	Diaphorase act	TNAP act hiacc	G6PDH counter	FLuc stim CS
Cc1ccc([N+](=O)[O-])cc1NCC(=O)NN	1	3	0.9	79*	0	3	1	1	9	1
O=C(COc1cccnc1[N+](=O)[O-])N1N=C(c2ccc(Cl)cc2)CC1c1ccco1 (configuration not stated)	1.2	-2	1.1	-6	-4	-1	1	1	-4	1
Cc1ccc(-c2cc(C(=O)NCc3cnn(C)c3)c3cc(Br)ccc3n2)cc1	0.9	19	0.9	-9	-1	-1	0.8	1	-20	0.9
Cc1ccc(S(=O)(=O)/C(C#N)=C/c2c(Oc3ccc(Cl)cc3)nc3c(C)cccn3c2=O)cc1	0.9	12	0.9	-12	-2	0	0.9	1	-12	1.1
N#CCCn1cc(C(=O)Nc2ccc(C(=O)O)cc2)c(-c2ccc([N+](=O)[O-])cc2)n1	1.1	11	1	-8	1	0	0.9	1	0	1
COc1ccc(C2c3[nH]c4ccccc4c3CCN2C(=O)c2cc3ncccn3n2)c(F)c1 (configuration not stated)	0.9	12	1	-2	-2	-3	0.9	1	7	1
Cc1cc(S(=O)(=O)N2CCN=C2c2ccccc2)c(Cl)cc1Cl	1	2	1	-9	-6	0	1	1.1	1	1.1
N/C(=N\OS(=O)(=O)c1ccccc1)c1ccccn1	1.1	10	1	-5	-4	5	0.9	1	2	1
O=C1CS/C(=C\S(=O)(=O)c2ccc(Cl)cc2)N1	1	6	1	-10	-5	-1	0.9	1.1	0	1.1
CN(C)CCNc1c(N)c(=O)oc2ccccc12	1	13	1	2	6	-6	0.9	0.9	5	0.9
O=C(CCN1C(=O)c2ccccc2C1=O)NC(=S)Nc1ccccc1Cl	0.9	5	1	-4	-2	-2	1	1	2	1.1
CSc1ccccc1C(=O)Nc1cccc(N(C)S(C)(=O)=O)c1	0.9	5	0.9	-6	0	0	1	1	7	1
O=C(CC(NS(=O)(=O)c1ccc(Cl)cc1)c1ccco1)NC1CCCC1 (configuration not stated)	0.9	17	0.9	-15	-7	-11	0.8	1.1	-11	1.1
CN(C)S(=O)(=O)c1ccc(Nc2nc(C3CC3)nc3c2nnn3Cc2ccccc2Cl)cc1	0.9	11	1	3	-3	-10	0.9	1	-18	1.1
CCC(=O)N1CC23C=CC(CC2CC12CCCCC2)O3 (configuration not stated)	0.9	11	0.9	-10	-6	3	0.9	1.1	18	1

3 entries already listed, ordered by count of non-hydrogen atoms, rising:
SMILES	PMI act	Diaph inh CS	PMI act satM6P	TNAP inh noacc	TNAP inh hi DEA	HMGR II inh	Diaphorase act	TNAP act hiacc	G6PDH counter	FLuc stim CS
CSc1ccccc1C(=O)Nc1cccc(N(C)S(C)(=O)=O)c1	0.9	5	0.9	-6	0	0	1	1	7	1
O=C(CC(NS(=O)(=O)c1ccc(Cl)cc1)c1ccco1)NC1CCCC1 (configuration not stated)	0.9	17	0.9	-15	-7	-11	0.8	1.1	-11	1.1
O=C(COc1cccnc1[N+](=O)[O-])N1N=C(c2ccc(Cl)cc2)CC1c1ccco1 (configuration not stated)	1.2	-2	1.1	-6	-4	-1	1	1	-4	1

(cont.)
SMILES	PMI act	Diaph inh CS	PMI act satM6P	TNAP inh noacc	TNAP inh hi DEA	HMGR II inh	Diaphorase act	TNAP act hiacc	G6PDH counter	FLuc stim CS
COc1ccc(N2CCN(Cc3nc4scc(-c5ccccc5)c4c(=O)[nH]3)CC2)cc1	1	21	0.9	-5	-1	0	0.8	1	2	1.1
CCc1ccc(C(=O)CN2CCSC2=N)cc1	1	11	1	-3	3	4	0.9	1	3	0.4
CCCS(=O)(=O)Nc1c(OC)ccc2c1c(C(=O)OCC)c(C)n2C	0.8	9	0.8	-13	4	-9	0.9	1	-11	1
CC(=O)Nc1cc(C(=O)OCc2cccc([N+](=O)[O-])c2)ccc1C	1.1	8	1.1	8	-4	-4	0.9	1	6	1.1
CC(C)(C)Nc1scc(-c2ccccc2)[n+]1-c1ccccc1	1.1	-4	1.1	-12	-5	-4	1	1.1	7	1
Cc1ccc(N(CC(=O)NC2CCCCC2)C(=O)c2ccc(C)s2)cc1	1	6	1.1	-13	-3	nt	0.9	1	7	1
CC(C)(C)n1nnnc1C(c1ccccc1)N1CCc2ccccc2C1 (configuration not stated)	1	32	1.1	-16	-6	-5	0.7	1.1	-24	1
O=C1C(Cl)=C(NCC2CCCO2)C(=O)N1c1ccccc1 (configuration not stated)	1	8	1	-5	3	2	0.9	1	0	1
CCOC(=O)n1c(SCC(N)=O)nc2ccccc21	1	-7	1.1	-7	0	2	1.1	1	5	1
COc1cnc(-c2ccccn2)nc1Sc1ccc(C)cc1	1.1	-2	1.1	-8	-3	0	1	1	8	1.1
Cc1ccc(F)cc1NC(=O)C1CC(=O)N(CCc2ccccc2)C1 (configuration not stated)	1.1	-10	1.1	-1	0	-6	1.1	1	10	1
CC(C)CC(=O)N1CCN(C(=O)c2cccc(F)c2)CC1	1	12	1	-10	-6	-2	0.9	1.1	0	1.1
Cc1occc1C(=O)N/N=C/c1sc(N2CCOCC2)nc1-c1ccccc1	1.1	2	1	-10	0	2	1	1	4	1.1
CC(=O)c1ccc(N=Cc2c(O)n(-c3cc(Cl)ccc3N3CCOCC3)c(=O)c3ccccc23)cc1	1.1	9	1	6	4	-6	0.9	1	-2	1
O=S(=O)(NCc1cccc(C(F)(F)F)c1)NCc1ccccc1F	0.9	7	1	-14	-3	-3	0.9	1	-9	1
CCOC(=O)NNC1CC(=O)N(c2ccccc2)C1=O (configuration not stated)	0.9	16	0.9	-11	2	-1	0.8	1	1	1
CCOc1ccc(-n2c(=O)[nH]cc(C(=O)Nc3ccc(OC)c(OC)c3)c2=O)cc1	1	25	0.9	-3	-3	-10	0.8	1	14	1
